Screens: PubChem, several laboratories
NPY-Y2 PAM-ag: NPY-Y2 potentiators or agonists, primary screen, cell-based; 220,000 compounds, 0.45% hits; cells expressing NPY-Y2, potentiator/agonist read-out; activation, % at 3.6 µM; Neuropeptide Y receptor type 2 (Homo sapiens), P49146; in the data active means activation above about 27%;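 further: cells stimulated with NPY near EC25 plus isoproterenol at EC100; 0% = vehicle plus submaximal agonist and 100% = vehicle plus saturating agonist; some results beyond the cut were filed as inactive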
Hck-Nef inh: inhibitors of Nef-activated human Hck kinase, primary screen, biochemical, Z-Lyte FRET, 384-well, Hck-YEEI; Tyrosine-protein kinase HCK (Homo sapiens), P08631; Recombinant Hck-YEEI plus Nef, Z-Lyte FRET kinase assay; inhibition, % at 20 µM; 220,000 compounds, 0.68% hits; AID 463187, 2010;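 active means Hck-Nef kinase inhibition above about 50%, limit read from the data; inactive means inhibition below that limit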;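 further: 0% = DMSO with Hck plus Nef and 100% = Hck alone without Nef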
Target sequence (P08631 whole entry, looked up): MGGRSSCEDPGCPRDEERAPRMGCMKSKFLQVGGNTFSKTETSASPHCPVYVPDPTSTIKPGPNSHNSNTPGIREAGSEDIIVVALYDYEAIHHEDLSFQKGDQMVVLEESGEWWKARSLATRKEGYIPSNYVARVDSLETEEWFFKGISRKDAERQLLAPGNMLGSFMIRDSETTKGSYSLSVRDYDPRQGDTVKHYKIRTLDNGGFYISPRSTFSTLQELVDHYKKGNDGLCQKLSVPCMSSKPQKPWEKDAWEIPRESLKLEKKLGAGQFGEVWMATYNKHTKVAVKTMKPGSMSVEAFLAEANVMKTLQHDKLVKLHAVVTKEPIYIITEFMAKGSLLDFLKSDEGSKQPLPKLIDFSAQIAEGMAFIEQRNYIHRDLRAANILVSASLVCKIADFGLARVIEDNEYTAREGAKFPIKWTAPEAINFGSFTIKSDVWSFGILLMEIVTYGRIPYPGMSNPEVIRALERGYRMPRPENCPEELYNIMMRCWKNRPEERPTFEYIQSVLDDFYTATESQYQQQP
Runt-CBFb FRET: inhibitors of RUNX1 Runt–CBFb binding, primary screen, biochemical, FRET, Cerulean-Runt, Venus-CBFb, uHTS; Cerulean-Runt/Venus-CBFb FRET ratio 530/480, 1 h; inhibition, % at 20 µM; 220,000 compounds, 0.46% hits; AID 1496, 2009;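 active means inhibition over about 50% at 20 µM in the single-dose screen, limit read from the data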;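 further: 0% = DMSO wells and 100% = excess unlabeled CBFb competitor control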
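test system = Cerulean-Runt domain fusion protein, energy donor | probe or stimulus = Venus-CBFb binding partner, 100 nM | incubation = two 1 h room-temperature incubations shielded from light | detection = fluorescence energy transfer, 422 nm excitation, 530/480 nm emission | measure = loss of energy transfer signal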
p97 inhibitor: inhibitors of human p97 ATPase, primary screen, biochemical; Transitional endoplasmic reticulum ATPase (Homo sapiens), P55072; recombinant p97 ATPase, Kinase-Glo ATP luminescence, 3 h; inhibition, % at 8 µM; 220,000 compounds, 0.42% hits; AID 1481, 2009; in the data active means inhibition above about 15%;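 further: 0% = DMSO vehicle and 100% = wells lacking enzyme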
NPY Y1 blocker: NPY-Y1 receptor antagonists, primary screen, cell-based. HEK293-CNG Y1 cells, membrane potential fluorescence; NPY at EC95, then isoproterenol. inhibition, % at 3.6 µM. AID 1040, 2008. Neuropeptide Y receptor type 1 (Homo sapiens), P25929. 200,000 compounds, 1% hits;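 active means inhibition above the campaign mean inhibition of all tested compounds plus 3 SD, cut at about 20% in these data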;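 further: 0% = DMSO wells given NPY plus isoproterenol and 100% = isoproterenol alone without NPY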
Target sequence (P25929 whole entry, looked up): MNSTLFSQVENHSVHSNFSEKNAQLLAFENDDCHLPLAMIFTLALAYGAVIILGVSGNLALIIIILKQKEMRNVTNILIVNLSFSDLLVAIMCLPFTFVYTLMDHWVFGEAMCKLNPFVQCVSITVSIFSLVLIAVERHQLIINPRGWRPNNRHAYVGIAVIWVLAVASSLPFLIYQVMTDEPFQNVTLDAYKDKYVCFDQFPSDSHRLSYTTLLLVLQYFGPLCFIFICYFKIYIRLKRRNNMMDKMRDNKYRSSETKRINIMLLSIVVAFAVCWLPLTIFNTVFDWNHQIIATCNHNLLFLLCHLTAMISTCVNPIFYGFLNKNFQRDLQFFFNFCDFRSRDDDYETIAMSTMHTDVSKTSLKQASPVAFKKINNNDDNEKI
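Material: HEK293 Y1/CNG channel cell line | Also added: NPY (25 nM), isoproterenol (1 µM), Ro 20-1724 (25 µM) | Compound: One concentration, 3.6 µM, in 0.4% DMSO | Schedule: 3 h dye uptake, 1 h room-temperature compound, 45 min post-isoproterenol | Signal: Membrane-potential fluorescent dye readout | Read-out: % inhibition of NPY effect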
MDM2 E3 inh: MDM2-luciferase reporter signal enhancers, primary screen, MDM2 E3 ligase inhibitor project, cell-based, luminescence, 1536-well | cell-based MDM2 ubiquitination luciferase reporter, 2 h; 0 = plate control, 100 = twice control, blank-subtracted | signal enhancement, % at 5 µM | 210,000 compounds, 0.11% hits | AID 1230, 2008;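 active means signal enhancement of 30% or more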;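 further: luminescence tracks abundance of the self-degrading MDM2-luciferase fusion protein; higher signal means inhibition of MDM2 E3 ligase activity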
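Material: Stable MDM2–luciferase fusion reporter cells | Amount: 2000 cells seeded into each well | Dosing: One concentration, 5 µM, with 0.2% DMSO | Incubation: 4 h cell settling then 2 h compound exposure, 37 °C | Measured by: Luciferase luminescence | Read-out basis: % enhancement relative to plate controls after blank subtraction | Benchmarks: Control and blank well means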
Runt-SMMHC FRET: inhibitors of RUNX1 Runt–CBFb-SMMHC binding, primary screen, biochemical, FRET, Cerulean-Runt, Venus-CBFb-SMMHC, uHTS; Runt-related transcription factor 1 (Homo sapiens) + Core-binding factor subunit beta …; Cerulean-Runt/Venus-CBFb-SMMHC FRET ratio 530/480, 1 h; inhibition, % at 20 µM; 220,000 compounds, 0.74% hits; AID 1434, 2008;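 active means mean inhibition across duplicate retests at 20 µM reaching about 50%, limit read from the data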;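 further: 0% = DMSO wells and 100% = wells with excess untagged CBFb-SMMHC; inhibitors lower the FRET ratio by blocking Runt binding to CBFb-SMMHC; some results filed as inactive read as strong as hits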
NPY-Y1 PAM-ag: NPY-Y1 receptor potentiators or agonists, primary screen, cell-based. Neuropeptide Y receptor type 1 (Homo sapiens), P25929. NPY-Y1 expressing cells, potentiator/agonist activation. activation, % at 3.6 µM. 220,000 compounds, 0.37% hits; in the data active means activation above about 33%, passing the limit was not always enough;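 further: cells stimulated with NPY at EC10 then isoproterenol at EC100; 0% = low agonist plus stimulus and 100% = saturating agonist plus stimulus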
RBBP9 inh: human RBBP9 inhibitors, primary screen, biochemical, fluorescence polarization, FP-Rh probe, HTS | inhibition, % at 7.94 µM | 220,000 compounds, 0.2% hits | recombinant RBBP9;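 active means inhibition above the campaign mean of all tested compounds plus 3 SD, cut at about 14% in these data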;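 further: plate controls were DMSO wells with RBBP9 for no effect and wells lacking RBBP9 protein for full effect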
Target sequence (O75884 whole entry, looked up): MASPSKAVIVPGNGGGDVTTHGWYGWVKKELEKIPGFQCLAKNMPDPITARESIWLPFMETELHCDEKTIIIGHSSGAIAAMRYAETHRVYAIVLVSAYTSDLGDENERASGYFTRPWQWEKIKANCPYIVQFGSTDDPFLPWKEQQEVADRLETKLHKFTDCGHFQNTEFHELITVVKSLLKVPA
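System: RBBP9 protein | Quantity: 2.5 µM RBBP9 dispensing solution, before mixing | Reagent: FP-Rh probe, 375 nM dispensing solution | Timing: Enzyme-compound preincubation 30 min, then probe labeling 45 min, 25 °C | Measured by: Fluorescence polarization | Read-out: % inhibition | Replication: One well per compound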
The depositor's hits bear a star; x = not tested or not shown.

Fields: NPY-Y2 PAM-ag | Hck-Nef inh | Runt-CBFb FRET | p97 inhibitor | NPY Y1 blocker | MDM2 E3 inh | Runt-SMMHC FRET | NPY-Y1 PAM-ag | RBBP9 inh
1. NC(=O)c1ccsc1NC(=O)COC(=O)C1CCCN1C(=O)c1cccs1 (centres undefined)
    -8 | 2 | 0 | 7 | 1 | 5 | -2 | 0 | 4
2. Cc1ccc(NS(=O)(=O)c2ccc(N/N=C/c3ccncc3)c([N+](=O)[O-])c2)c(C)c1
    -22 | 11 | -10 | 0 | -1 | -3 | -15 | 3 | -7
3. C[C@@H](C(=O)NCC1CC1)[C@@H]1C[C@@]1(C)[C@@H](NC(=O)OCc1ccccc1)c1ccccc1
    -4 | 0 | -3 | -1 | -5 | x | 4 | -25 | -3
4. COC(=NC(C)C)NC(C)C
    -9 | 10 | 0 | 1 | x | -8 | -1 | -6 | -7
5. CCS(=O)(=O)N1Cc2ccccc2CC1C(=O)Nc1ccccc1OC (centres undefined)
    -9 | 27 | 0 | 3 | x | x | 1 | 0 | 2
6. CCNC(=O)NC(=O)CN(C)c1ccccc1
    15 | 17 | 0 | 3 | 6 | -13 | 0 | 6 | -8
7. COc1cccc(OCC(O)CN2CCC(Cc3ccccc3)CC2)c1 (centres undefined)
    2 | 2 | 1 | -8 | 13 | -6 | 3 | -12 | -10
8. Cn1c(=NC(=O)COc2ccccc2)sc2cccc(F)c21
    0 | 0 | 2 | -4 | x | -14 | 0 | -19 | -4
9. O=S(=O)(N/N=C/c1c(F)cccc1Cl)c1ccccc1
    -5 | 0 | -1 | 3 | 0 | -7 | -7 | 7 | -7
10. CN(C)c1ccc(N2C(=O)CC(Sc3ccccc3C(=O)O)C2=O)cc1 (centres undefined)
    1 | 2 | 15 | 3 | 1 | -7 | 8 | -4 | -6
11. COc1ccc(CCNC(=O)C(C(=O)c2ccccc2)n2ccccc2=O)cc1OC (centres undefined)
    4 | 5 | 3 | 4 | 0 | -12 | -4 | -8 | -8
12. CCc1ccccc1NC(=S)N(CCN(C)C)C(C)c1ccco1 (centres undefined)
    4 | 17 | -2 | -5 | -1 | -12 | 2 | 6 | -8
13. CC1CC(CC(C)C(=O)NC(=S)Nc2ccc(S(N)(=O)=O)cc2)C(=O)O1 (centres undefined)
    -6 | 15 | -2 | -6 | 5 | -9 | -4 | 9 | -14
14. COc1cc(C(=S)N2CCC(C)CC2)ccc1O
    -8 | -2 | 38 | -4 | 8 | -18 | 39 | 6 | -7
15. CCCn1c(SCC(=O)Nc2nnc(C(C)C)s2)nc2c1c(=O)n(C)c(=O)n2C
    -7 | 0 | -1 | -3 | -2 | -3 | 0 | -3 | -12
16. Cc1noc(/C=C/N(C)C)c1S(=O)(=O)N1CCCC(C(=O)NCc2ccc(F)cc2)C1 (centres undefined)
    10 | 1 | -2 | 5 | 4 | 4 | 0 | -3 | -14
17. CCOc1ccc(OCC)c(NC(=O)C2CCN(S(=O)(=O)c3c(C)noc3C)CC2)c1
    -15 | -2 | 0 | -3 | 1 | -3 | -3 | 17 | -4
18. Cc1cc(C)cc(-n2cccc2/C=C2/C(=N)N3C(=NC2=O)SN=C3S(C)(=O)=O)c1
    8 | 36 | -1 | 0 | -1 | -8 | 8 | 13 | -14
19. CN(C=O)CP(=O)(O)CCN1CCCC1=O
    5 | 1 | x | 3 | 1 | x | x | -17 | 4
20. N/C(=N\OC(=O)CCCc1ccccc1)c1cccc([N+](=O)[O-])c1
    -9 | 7 | -4 | -2 | 8 | -3 | 3 | -20 | -1
21. Cn1nnnc1SCC(=O)NCc1ccccc1
    -2 | 7 | -1 | 3 | 4 | -2 | 1 | -12 | -2
22. CS(=O)(=O)N(CC(=O)N1CCN(c2ccccc2F)CC1)c1cccc(C(F)(F)F)c1
    6 | -1 | -5 | 2 | -1 | -21 | -53 | -5 | -11
23. O=C(COc1ccccc1F)c1ccc(O)cc1O
    1 | -2 | -1 | -10 | -5 | -18 | 4 | -1 | -9
24. COc1ccc2c(C)cc(=S)[nH]c2c1
    4 | 15 | 9 | 2 | 2 | -4 | 12 | 2 | 3
25. CCOC(=O)C1=C(c2ccccc2)N=C2SCC(=O)N2C1c1ccc(OCC)c(OCC)c1 (centres undefined)
    7 | 2 | -5 | -1 | -1 | -26 | -12 | 5 | 2
26. CCCCc1ccc(-c2ccc(Br)cc2O)nc1
    -2 | 2 | -2 | -2 | 5 | -16 | -5 | -23 | -5
27. CCC(c1ccccc1)c1nnc(NC(=O)c2ccco2)s1 (centres undefined)
    12 | 20 | 0 | 3 | x | 5 | 1 | -2 | -9
28. Cc1ccccc1C(=O)c1c[nH]c(C(=O)N2CCN(c3ccccc3F)CC2)c1
    8 | 16 | -1 | -3 | 8 | -5 | -4 | -15 | -8
29. O=C(N/N=C/c1ccc(OC(=O)c2ccccc2)cc1)c1ccc(CN2CCOCC2)cc1
    1 | 8 | -3 | 8 | 1 | -6 | -8 | 11 | -10
30. COc1ccccc1NC(=O)N1CCCC1C(=O)NC12CC3CC(CC(C3)C1)C2 (centres undefined)
    -3 | 0 | -1 | -2 | 0 | -5 | -4 | 4 | -5
31. CC(=O)Nc1ccc(N2N=C(C)C(N=Nc3ccccc3)C2=O)cc1 (centres undefined)
    5 | 7 | -7 | 3 | -2 | 8 | -4 | 9 | 3
32. COc1cc(CNCCN2CCOCC2)ccc1OCc1ccccc1Cl
    -31 | 0 | 0 | -3 | 0 | 1 | 2 | -36 | 4
33. COCC(C)n1c(SCC(=O)NNC(=O)c2ccc(F)cc2)nc2ccccc2c1=O (centres undefined)
    5 | 3 | 2 | 2 | -2 | -14 | 1 | 5 | 1
34. CCOC(=O)c1cnc2ccc(C(=O)OC)cc2c1NCCN1CCOCC1
    -8 | 1 | 0 | -10 | 2 | -20 | 3 | -21 | -8
35. C=CCn1c(CCC(O)CCCCC)n[nH]c1=S (centres undefined)
    3 | 1 | 9 | 2 | -2 | -3 | 5 | -13 | -5
36. CCOC(=O)/C(=C/c1c(C)n(C)c2ccc([N+](=O)[O-])cc12)C(C)=O
    -14 | 21 | 0 | 2 | 3 | 6 | -5 | -45 | -2
37. O=C(NCCc1ccccc1)NC1CCCCC1
    12 | 1 | 0 | 7 | 14 | -35 | 3 | -14 | 0
38. O=C(Nc1ccc(S(=O)(=O)Nc2ncccn2)cc1)c1ccc(Br)s1
    28* | 1 | 0 | 11 | 0 | -6 | -2 | 12 | 0
39. CCN1CCN(C(=S)NC(C)c2ccccc2)CC1 (centres undefined)
    3 | 4 | 1 | 5 | 2 | 6 | -6 | 13 | -7
40. CC(=O)N1CCc2cc(S(=O)(=O)NCCC(=O)N3CCN(c4ccccn4)CC3)ccc21
    9 | 0 | -1 | -1 | -6 | -9 | 2 | 16 | -5
41. COc1ccc(-c2cc(C3CCN(Cc4ccc([N+](=O)[O-])cc4)CC3)[nH]n2)cc1
    -10 | 21 | -2 | 4 | 7 | -2 | 0 | 8 | 9
42. COC(=O)C(=Cc1ccccc1[N+](=O)[O-])C(=O)OC
    -28 | 26 | 4 | 4 | x | -1 | 1 | -11 | -2
43. CCOc1ccc(Cn2c3ccc(OC)cc3c3nc4ccccc4nc32)cc1OC
    8 | 4 | -26 | 5 | 7 | -9 | -80 | -22 | -7
44. COc1cc(NC(=O)Cn2ncc3c2-c2ccccc2OC3)cc(OC)c1OC
    0 | 1 | 2 | -6 | -3 | -7 | -2 | -9 | -8
45. Cc1nc2ccccc2n1/C(=N/S(=O)(=O)c1ccc(Br)cc1)c1ccccc1
    -10 | -2 | -1 | -2 | 1 | 1 | 2 | -2 | 5
46. Cc1cc2nc(SCCOC(=O)Nc3cccc(Cl)c3)nc(C)c2cc1C
    -3 | 1 | -5 | -5 | 13 | -6 | 0 | -21 | -7
47. NC(=O)C1CCN(CC(=O)NCc2ccccc2)CC1
    7 | 1 | 2 | 3 | -2 | 23 | 0 | 11 | -3
48. C=CCSc1nnc(-c2ccc(Cl)cc2Cl)o1
    -1 | 1 | 0 | 4 | -1 | -46 | -4 | -13 | 2
49. COc1ccc(/C=N/NC(=O)Cn2cnc3c2c(=O)n(C)c(=O)n3C)cc1
    5 | 13 | 1 | 3 | x | -8 | 3 | 11 | 3
50. CC(=O)c1ccc(NC(=O)/C(=C\c2ccccc2)NC(=O)c2ccco2)cc1
    -2 | 21 | 1 | 6 | -3 | -10 | -3 | 11 | -2

(next part)
Fields: NPY-Y2 PAM-ag | Hck-Nef inh | Runt-CBFb FRET | p97 inhibitor | NPY Y1 blocker | MDM2 E3 inh | Runt-SMMHC FRET | NPY-Y1 PAM-ag | RBBP9 inh
51. COc1ccc(/C=C/C(=O)OCC(=O)N2CC(=O)Nc3ccccc32)cc1
    8 | 6 | 2 | 4 | 6 | -2 | 0 | -18 | -6
52. O=C(O)CCCC(=O)Nc1cc([N+](=O)[O-])ccc1O
    -4 | -4 | 0 | 1 | -2 | -3 | -3 | -3 | -9
53. CC(=O)c1c(COC(=O)c2cccc(C)c2)nc2ccccc2[n+]1[O-]
    -14 | -7 | -2 | -9 | x | -1 | -3 | -17 | -1
54. COc1cc(NS(=O)(=O)c2ccc(F)cc2)c(OC)cc1NC(=O)C1CC1
    1 | -4 | -1 | -1 | -1 | -13 | 0 | 6 | 0

Retrieved by structure from the entries so far (2):
Fields: NPY-Y2 PAM-ag | Hck-Nef inh | Runt-CBFb FRET | p97 inhibitor | NPY Y1 blocker | MDM2 E3 inh | Runt-SMMHC FRET | NPY-Y1 PAM-ag | RBBP9 inh
51. COc1ccc(/C=C/C(=O)OCC(=O)N2CC(=O)Nc3ccccc32)cc1
    8 | 6 | 2 | 4 | 6 | -2 | 0 | -18 | -6
53. CC(=O)c1c(COC(=O)c2cccc(C)c2)nc2ccccc2[n+]1[O-]
    -14 | -7 | -2 | -9 | x | -1 | -3 | -17 | -1
